Bioassay records as filed in PubChem BioAssay.
Rac1 act GTP bind – GTP binding modulators of activated mutant Rac1, primary screen, biochemical, bead-based flow cytometry, multiplex, fluorescent GTP; Ras-related C3 botulinum toxin substrate 1 (Homo sapiens), P63000; GST-Rac1 activated beads; actives lie on both sides; 100% means binding = to untreated wells; percent activity (GTP binding), % at 10 µM; hit rate 0.11% among 190,000;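 active means GTP binding at least 20 percentage points away from the 100% baseline, in either direction, so actives lie on both sides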
Mcl1 Noxa PPI – Mcl-1/Noxa binding inhibitors, primary screen, biochemical, TR-FRET, 1536-well | Induced myeloid leukemia cell differentiation protein Mcl-1 (Homo sapiens), Q07820 | TR-FRET Mcl-1/Noxa peptide binding, 2 h | inhibition, % at 21.7 µM | hit rate 1.5% among 220,000;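 active means compounds that cut the protein-peptide binding signal by more than 50% relative to plate controls in a single-dose test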;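 further: His-tagged Mcl-1 with rhodamine Noxa BH3 peptide and terbium anti-His antibody; 0% = Mcl-1 plus Noxa peptide wells and 100% = peptide-only wells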
Target sequence (Q07820 whole entry, looked up): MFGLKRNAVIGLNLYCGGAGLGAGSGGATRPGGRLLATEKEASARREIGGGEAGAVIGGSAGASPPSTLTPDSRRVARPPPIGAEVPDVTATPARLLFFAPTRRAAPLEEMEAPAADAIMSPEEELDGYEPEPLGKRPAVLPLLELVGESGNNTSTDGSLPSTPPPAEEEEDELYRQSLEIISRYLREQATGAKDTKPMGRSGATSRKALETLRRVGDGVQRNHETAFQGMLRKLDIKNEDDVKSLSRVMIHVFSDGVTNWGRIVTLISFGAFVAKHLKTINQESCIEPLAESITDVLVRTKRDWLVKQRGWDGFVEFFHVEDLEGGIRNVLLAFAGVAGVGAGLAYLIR
GSH fluor – compound fluorescence on glutathione beads, profiling panel, artefact control, biophysical, 488/530 nm, flow cytometry; GSH beads flow cytometry, compound fluorescence 488/530 nm; active compounds read high; fluorescence (KMESF) at 10 µM; hit rate 0.25% among 190,000; in the data active means fluorescence above about 89;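 further: glutathione beads carrying GST-tagged Bcl family fusion proteins plus one bare bead set; values are compound well signal with DMSO vehicle wells as background; inactives centre near 16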
Mcl1 Bid PPI – Mcl-1/Bid binding inhibitors, primary screen, biochemical, TR-FRET, 1536-well; Induced myeloid leukemia cell differentiation protein Mcl-1 (Homo sapiens), Q07820; TR-FRET Mcl-1/Bid-Dy647 peptide binding; AID 1021, 2008; inhibition, % at 21.7 µM; hit rate 0.97% among 220,000;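 active means compounds that cut the binding signal by more than half at the single screening dose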;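 further: His-tagged Mcl-1 with europium anti-His antibody binding Bid BH3 peptide; 0% = Mcl-1 plus peptide wells and 100% = peptide-only wells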
Cdc42 wt GTP – modulators of GTP binding to wildtype Cdc42, primary screen, biochemical, multiplex bead flow cytometry, Bodipy-GTP; Cell division control protein 42 homolog (Homo sapiens), P60953; GST-Cdc42 beads; actives lie on both sides; percent activity (GTP binding), % at 10 µM; hit rate 0.2% among 190,000;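 active means percent activity GTP binding at least 20 points away from the 100% baseline, either down as inhibitor or up as activator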;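 further: median bead fluorescence of bound Bodipy-FL-GTP at 100 nM; 0% = excess unlabeled GTP control and 100% = no compound control; below 100% means less GTP binding so inhibitor and above means activator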
Target sequence (P60953 whole entry, looked up): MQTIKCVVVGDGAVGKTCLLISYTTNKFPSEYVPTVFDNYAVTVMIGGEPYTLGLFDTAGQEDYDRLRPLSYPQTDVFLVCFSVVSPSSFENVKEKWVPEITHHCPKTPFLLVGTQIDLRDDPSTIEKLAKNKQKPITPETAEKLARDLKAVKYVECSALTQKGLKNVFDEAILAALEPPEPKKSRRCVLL
Pf gametocyte – late stage P. falciparum gametocyte viability inhibitors, primary screen, ATP luminescence, HTS. P. falciparum stage V gametocytes, 24 h. inhibition, % at 10.9 µM. hit rate 0.065% among 150,000;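 active means inhibition above the mean plus 3 SD of compounds within the control limits, set per campaign, cut at about 38% in these data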;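 further: 0% = DMSO wells and 100% = medium only without gametocytes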
Rab7 wt GTP bind – modulators of GTP binding to Rab7, primary screen, biochemical, wildtype, multiplex bead flow cytometry | Rab7 GTPase wild type (dog), Bodipy-FL-GTP binding | hit rate 0.055% among 190,000 | GTP binding activity (percent of control), % at 10 µM | GST-Rab7 beads, fluorescent GTP binding; actives lie on both sides; untreated = 100%, excess cold GTP = 0%;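 active means fluorescent GTP binding to Rab7 beads changed by at least 20 points from the 100% baseline, either direction, mostly lower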;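 further: median green fluorescence of bound Bodipy-FL-GTP per Rab7 bead population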
Rac1 wt modul – wildtype Rac1 GTP binding modulators, primary screen, biochemical, GST-Rac1 beads, flow cytometry, multiplex. Ras-related C3 botulinum toxin substrate 1 (Homo sapiens), P63000. fluorescent GTP binding; actives lie on both sides; 0 = cold GTP competed, 100 = untreated. GTP binding activity (% of control), % at 10 µM. hit rate 0.27% among 190,000;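 active means GTP binding activity at least 20 points away from the 100% control level, either lower or higher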
HRas wt GTP bind – modulators of GTP binding to HRas wildtype, primary screen, biochemical, bead-based flow cytometry, multiplex; GST-Ras wt beads, Bodipy-FL-GTP binding; actives lie on both sides; GTPase HRas (Homo sapiens), P01112; GTP binding activity, % at 10 µM; hit rate 0.14% among 190,000;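 active means GTP binding activity at least 20% away from the 100% baseline, either lowered as inhibitor or raised as activator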;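 further: 0% = unlabeled GTP competition control and 100% = no-compound control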
Target sequence (P01112 whole entry, looked up): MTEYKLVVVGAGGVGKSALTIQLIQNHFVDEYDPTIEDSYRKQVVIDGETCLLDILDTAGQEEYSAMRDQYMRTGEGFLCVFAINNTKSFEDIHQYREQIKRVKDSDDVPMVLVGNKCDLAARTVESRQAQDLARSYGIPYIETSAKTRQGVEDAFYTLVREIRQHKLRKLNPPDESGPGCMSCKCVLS
Rab2A wt mod – modulators of GTP binding to Rab2A wildtype, primary screen, biochemical, dog, bead-based flow cytometry, multiplex | Ras-related protein Rab-2A (Canis lupus familiaris), P61105 | GST-Rab2 wt beads, Bodipy-GTP binding | GTP binding activity, % at 10 µM | hit rate 0.19% among 190,000 | AID 760, 2007;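 active means GTP binding activity at least 20 points away from 100%, either lowered or raised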;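 further: 0% = beads with excess unlabeled GTP and 100% = no-compound control corrected for plate trend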
Avidin bead fluor – green autofluorescence of compounds with avidin beads – biophysical, 488/530 nm, flow cytometry, artefact control, profiling panel. compound fluorescence 488/530 nm; active compounds read high. fluorescence (KMESF) at 10 µM. AID 1775, 2009. hit rate 0.38% among 220,000; in the data active means fluorescence above about 47; further: inactives centre near 10
An asterisk follows results filed as active; . = no result given.

SMILES | Rac1 act GTP bind | Mcl1 Noxa PPI | GSH fluor | Mcl1 Bid PPI | Cdc42 wt GTP | Pf gametocyte | Rab7 wt GTP bind | Rac1 wt modul | HRas wt GTP bind | Rab2A wt mod | Avidin bead fluor
COCCNC(=S)N1C2CCC1CC(NC(=O)NC13CC4CC(CC(C4)C1)C3)C2 (stereo not given) | 100 | 3 | 54 | -104 | 102 | . | 102 | 106 | 101 | 100 | 26
CC(O)CCC(=O)NCCNC(=O)CCC(C)O (stereo not given) | 92 | 7 | 20 | -9 | 96 | . | 91 | 99 | 95 | 95 | 5
O=C(NNC(=O)c1cc(-c2ccc(Cl)cc2Cl)nc2ccccc12)Nc1ccccc1 | 93 | -8 | 8 | 0 | 94 | -21 | 92 | 95 | 96 | 92 | 31
Nn1c(-c2ccco2)n[nH]c1=S | 100 | 16 | 17 | -4 | 100 | . | 99 | 103 | 103 | 101 | 32
CCCN(CCC)S(=O)(=O)c1ccc(Cl)c(OC)c1 | 92 | 9 | 14 | -4 | 97 | 10 | 94 | 97 | 96 | 96 | 10
CCCCn1c(CN2C(=O)c3ccccc3C2=O)nc2ccccc2c1=O | 99 | -149 | 23 | -41 | 105 | . | 101 | 106 | 101 | 97 | 13
Cc1ccc(C)c(N(C(=O)Cc2cccs2)C(C(=O)NC2CCCC2)c2ccc(C)o2)c1 (stereo not given) | 94 | -10 | 24 | 5 | 97 | . | 95 | 93 | 98 | 97 | 15
COC(=O)c1c(NC(=O)Cc2cccs2)sc2c1CCCC2 | 95 | 80* | 25 | 22 | 100 | -13 | 96 | 102 | 98 | 98 | 10
CCN1CCN(CCCNC(=O)c2cc3sccc3n2CC)CC1 | 100 | -3 | 14 | -15 | 101 | . | 98 | 106 | 102 | 101 | 22
CCOC(=O)Cc1nc(-c2ccccc2)n[nH]1 | 98 | -6 | 16 | -31 | 99 | 6 | 94 | 97 | 96 | 98 | 19
CCOC(=O)c1c(C)[nH]c(=S)c(C#N)c1-c1ccc(OC)cc1 | 99 | 9 | 22 | -70 | 101 | . | 97 | 98 | 102 | 101 | 13
CC(=O)N1CC23C=CC(CC2CC12CCCCCC2)O3 (stereo not given) | 97 | 8 | 13 | -14 | 98 | . | 100 | 98 | 97 | 101 | 11
NNC(=O)CN1C(c2ccccc2)=Nc2ccc(Br)cc2C1c1ccccc1 (stereo not given) | 93 | 9 | 13 | -3 | 97 | -19 | 95 | 94 | 96 | 96 | 8
CNC(=O)CC1C(=O)N(c2ccc(Cl)cc2)C(=S)N1CCc1ccc(OC)c(OC)c1 (stereo not given) | 96 | 5 | 18 | -15 | 99 | -13 | 95 | 97 | 94 | 92 | 9
O=C(NCC1CCCO1)C1C2C=CC3(CN(Cc4cccs4)C(=O)C13)O2 (stereo not given) | 98 | -5 | 8 | -47 | 106 | . | 104 | 101 | 104 | 105 | 24
Cc1ccc(C2=NN(S(C)(=O)=O)C(c3ccc4nccnc4c3)C2)cc1 (stereo not given) | 98 | 9 | 10 | 10 | 104 | 13 | 98 | 107 | 100 | 98 | 4
COc1ccccc1-c1cc(C(=O)Nc2sc3c(c2C#N)CCC(C)C3)c2ccccc2n1 (stereo not given) | 100 | -5 | 22 | -17 | 99 | . | 97 | 98 | 104 | 104 | 11
Cc1cc(=S)[nH]c2c(C)cccc12 | 100 | 20 | 38 | 10 | 102 | . | 98 | 102 | 99 | 101 | 5
CC(=O)c1ccc(OCC(O)CN2C(C)CCCC2C)cc1 (stereo not given) | 99 | 11 | 23 | 2 | 100 | . | 101 | 102 | 100 | 101 | 4
COc1cc(/C=C(\C#N)C(=O)c2c[nH]c3ccccc23)cc(OC)c1O | 91 | 70* | 16 | 46 | 93 | . | 103 | 94 | 92 | 93 | 6
Cc1noc(C)c1COc1cccc(C(=O)OCC(=O)NCCN2C(=O)CSC2=O)c1 | 102 | 7 | 12 | -26 | 98 | . | 110 | 104 | 101 | 104 | 10
Cc1ccc(C2=NN=C(NC(=O)CSc3nc(C)cc(C)n3)SC2)cc1 | 96 | 8 | 16 | 50 | 100 | 1 | 97 | 99 | 97 | 96 | 6
CCOC(=O)C1(Cc2cccc(OC)c2)CCCN(S(=O)(=O)c2cccnc2)C1 (stereo not given) | 98 | 11 | 17 | -11 | 100 | 32 | 104 | 104 | 104 | 102 | 10
CC1CC/C(=N/Nc2ccccc2)C(=O)N1 (stereo not given) | 99 | 8 | 12 | -35 | 105 | -12 | 97 | 103 | 101 | 100 | 11
COc1ccc(/C=N/NC(=O)c2nn(-c3ccc(Cl)cc3)c(=O)c3c(N)scc23)cc1 | 95 | 57* | 15 | -17 | 98 | -1 | 95 | 99 | 95 | 98 | 20
CC(=O)c1c(C)[nH]c(C(=O)N2CCN(C(=O)c3ccco3)CC2)c1C | 100 | 13 | 15 | 2 | 102 | . | 99 | 99 | 104 | 102 | 31
C=CCN(CC=C)C(=S)NC(=O)Cc1cccc2ccccc12 | 96 | 62* | 25 | -50 | 98 | 18 | 105 | 99 | 99 | 99 | 13
CCN(CC)C(=O)N1CCN(S(=O)(=O)c2ccc(C)c(C)c2)CC1 | 100 | 13 | 21 | -14 | 103 | -35 | 105 | 102 | 104 | 104 | 9
CCOC(=O)c1c(NC(=O)c2ccc(C)cc2)sc2c1CC(C)(C)OC2 | 98 | -2 | 28 | -11 | 99 | 17 | 98 | 101 | 101 | 101 | 8
CCc1cccc(CC)c1N(COC)C(=O)Cn1c(CO)nc2ccccc21 | 100 | -10 | 15 | -1 | 102 | -6 | 100 | 106 | 100 | 101 | 12
CCOC(=O)C1(CCOC)CCN(Cc2cnc(-c3cccc(C)c3)nc2)CC1 | 97 | 5 | 11 | -7 | 98 | -10 | 98 | 99 | 97 | 97 | 3
O=C(O)c1ccc(CNC(=O)c2ccccc2NC(=O)c2ccc([N+](=O)[O-])cc2)cc1 | 93 | 6 | 10 | 17 | 94 | -8 | 95 | 96 | 94 | 95 | 13
COc1ccc(NC(=O)/C(=C\c2cccnc2)NC(=O)c2cccs2)cc1 | 98 | 4 | 13 | -4 | 104 | 18 | 99 | 104 | 100 | 101 | 12
Cc1cccc(NC(=O)C2CCCN(S(=O)(=O)c3cccc4cccnc34)C2)c1 (stereo not given) | 103 | 3 | 27 | -10 | 104 | . | 102 | 108 | 104 | 104 | 7
FC(F)(F)c1cc(-c2ccco2)nc(N2CCOCC2)n1 | 99 | 6 | 39 | -36 | 103 | 1 | 97 | 111 | 102 | 100 | 12
COc1c(S(=O)(=O)n2nc(C)cc2C)ccc(Cl)c1Cl | 96 | -20 | 35 | -19 | 101 | 13 | 94 | 97 | 98 | 96 | 12
O=C1CCN(Cc2nnnn2CC2CCCO2)c2ccccc2N1 (stereo not given) | 97 | 7 | 15 | -22 | 99 | . | 98 | 98 | 98 | 97 | 4
Cc1cc(C)n(-c2ccc(C(=O)OCC(=O)Nc3ccc(Cl)cc3[N+](=O)[O-])cc2)n1 | 99 | -2 | 19 | -22 | 102 | -6 | 98 | 102 | 101 | 98 | 6
Cc1ccc(C(=O)N/C(=C\c2ccccc2)C(=O)NCCCn2ccnc2)cc1 | 98 | 9 | 10 | -17 | 101 | -36 | 101 | 101 | 100 | 99 | 13
CC(NCc1ccc2c(c1)OCO2)C(=O)NC1CCCCC1 (stereo not given) | 99 | 27 | 15 | 4 | 100 | 1 | 99 | 104 | 98 | 97 | 8
CC1(C)CC(N2CCC(=O)N(C3CC(C)(C)NC(C)(C)C3)C2)CC(C)(C)N1 | 98 | 3 | 12 | -35 | 102 | . | 99 | 101 | 102 | 98 | 22
Cc1ccc2nc(Cl)c(/C=N/NC(=O)[C@H]3C[C@@H]3c3ccccc3)cc2c1 | 100 | 6 | 15 | -2 | 102 | 15 | 99 | 102 | 98 | 100 | 10

Reformatted with values under each structure: 3 of the compounds above
Values in the order: Rac1 act GTP bind, Mcl1 Noxa PPI, GSH fluor, Mcl1 Bid PPI, Cdc42 wt GTP, Pf gametocyte, Rab7 wt GTP bind, Rac1 wt modul, HRas wt GTP bind, Rab2A wt mod, Avidin bead fluor
CC(=O)N1CC23C=CC(CC2CC12CCCCCC2)O3 (stereo not given)
 : 97, 8, 13, -14, 98, ., 100, 98, 97, 101, 11
NNC(=O)CN1C(c2ccccc2)=Nc2ccc(Br)cc2C1c1ccccc1 (stereo not given)
 : 93, 9, 13, -3, 97, -19, 95, 94, 96, 96, 8
CNC(=O)CC1C(=O)N(c2ccc(Cl)cc2)C(=S)N1CCc1ccc(OC)c(OC)c1 (stereo not given)
 : 96, 5, 18, -15, 99, -13, 95, 97, 94, 92, 9

Reprinted at random: 6 records from the list
SMILES | Rac1 act GTP bind | Mcl1 Noxa PPI | GSH fluor | Mcl1 Bid PPI | Cdc42 wt GTP | Pf gametocyte | Rab7 wt GTP bind | Rac1 wt modul | HRas wt GTP bind | Rab2A wt mod | Avidin bead fluor
CCOC(=O)C1(CCOC)CCN(Cc2cnc(-c3cccc(C)c3)nc2)CC1 | 97 | 5 | 11 | -7 | 98 | -10 | 98 | 99 | 97 | 97 | 3
Cc1cc(C)n(-c2ccc(C(=O)OCC(=O)Nc3ccc(Cl)cc3[N+](=O)[O-])cc2)n1 | 99 | -2 | 19 | -22 | 102 | -6 | 98 | 102 | 101 | 98 | 6
Cc1ccc2nc(Cl)c(/C=N/NC(=O)[C@H]3C[C@@H]3c3ccccc3)cc2c1 | 100 | 6 | 15 | -2 | 102 | 15 | 99 | 102 | 98 | 100 | 10
FC(F)(F)c1cc(-c2ccco2)nc(N2CCOCC2)n1 | 99 | 6 | 39 | -36 | 103 | 1 | 97 | 111 | 102 | 100 | 12
Cc1cccc(NC(=O)C2CCCN(S(=O)(=O)c3cccc4cccnc34)C2)c1 (stereo not given) | 103 | 3 | 27 | -10 | 104 | . | 102 | 108 | 104 | 104 | 7
Cc1ccc(C(=O)N/C(=C\c2ccccc2)C(=O)NCCCn2ccnc2)cc1 | 98 | 9 | 10 | -17 | 101 | -36 | 101 | 101 | 100 | 99 | 13
